Source: PubChem (Sanford-Burnham Center for Chemical Genomics)
NALP3 yeast inh: blocks the NALP3 inflammasome reconstituted in yeast. Yeast reconstituted NLRP3/ASC/caspase-1, beta-gal luminescence, 24 h. inhibition, % at 10 µM. actives 0.39% (n = 330,000);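 active means inhibition of 50% or more; inactive means inhibition below 50%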;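 further: plate controls were induced DMSO wells for no effect and uninduced yeast grown without galactose for full effect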
Mdm2-MdmX inh: disrupts the human Mdm2-MdmX interaction; O15151+Q00987; SaOS-2 split-luciferase Mdm2/MdmX complementation, luminescence; inhibition, % at 8 µM; actives 3% (n = 330,000); AID 485346;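 active means inhibition of at least 50% at 8 µM in the primary screen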
APJ ag: agonists of human APJ apelin receptor; P35414; CHO-K1 APJ PathHunter beta-arrestin, luminescence; 0% DMSO wells, 100% apelin; activation, % at 20 µM; actives 0.11% (n = 330,000); AID 2520;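 active means activation more than six SD over the plate average, tested at 20 µM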;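 further: 0% = DMSO alone and 100% = apelin-13 at 10 nM; some results filed as inactive read as strong as hits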
Target sequence (P35414 whole entry, looked up): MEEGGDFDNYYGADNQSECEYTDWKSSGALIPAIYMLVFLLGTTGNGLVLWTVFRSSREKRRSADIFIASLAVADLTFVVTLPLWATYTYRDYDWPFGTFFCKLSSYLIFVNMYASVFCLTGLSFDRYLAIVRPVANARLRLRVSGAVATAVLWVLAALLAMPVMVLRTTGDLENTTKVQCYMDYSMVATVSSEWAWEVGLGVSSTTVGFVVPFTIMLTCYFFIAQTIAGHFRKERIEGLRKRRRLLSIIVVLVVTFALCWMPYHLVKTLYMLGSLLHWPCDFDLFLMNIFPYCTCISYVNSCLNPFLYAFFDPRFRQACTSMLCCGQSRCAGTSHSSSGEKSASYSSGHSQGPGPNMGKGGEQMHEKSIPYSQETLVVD
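Assay system: CHO-K1 APJ beta-arrestin complementation cell line / Compound: single test compound dose, 20 µM final, 1% DMSO / Times: overnight seeding, 90 min compound at 25 °C, 1 h detection / Technique: beta-gal luminescence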
tim23-1 inh: tim23-1 yeast growth inhibition; S. cerevisiae tim23-1 growth, BacTiter-Glo luminescence, 24 h; AID 463212; inhibition, % at 20 µM; actives 1.3% (n = 330,000);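 active means growth inhibition of the mutant yeast at or above 50%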;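 further: temperature-sensitive mutant grown at 25 °C; plate controls were DMSO-treated mutant yeast for no effect and medium wells lacking yeast for full effect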
NR3A LBD binder: modulators (binders) of human NR3A ligand-binding domain | NR3A LBD differential scanning fluorimetry, Tm shift; 0% = protein alone, 100% = glycine-bound protein | Tm shift relative to glycine control, % at 25 µM | actives 2.5% (n = 340,000);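 active means melting temperature shift of at least 10% of the positive control shift, at one fixed dose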
tim10-1 inh: inhibits growth of tim10-1 mutant yeast | S. cerevisiae tim10-1 ts strain growth, BacTiter-Glo, 24 h | inhibition, % at 20 µM | actives 2.2% (n = 330,000);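 active means inhibition of at least 40%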;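 further: mutant grown at 25 °C; 0% = DMSO wells with yeast and 100% = wells holding no yeast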
XBP1 UPR activ: adaptive UPR (XBP1) activation | CHO-XBP1 luciferase reporter, IRE1-XBP1 UPR activation, luminescence; percent of tunicamycin response, DMSO as zero | activation, % at 20 µM | actives 0.33% (n = 330,000);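 active means versus positive control, 20 µM dose yields 30% or more activation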;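 further: 100% = tunicamycin at 10 µg/mL and 0% = DMSO only wells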
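Assay system: CHO-XBP1 luciferase reporter cells; Schedule: 6 h treatment, 37 °C; Detection: glow luminescence from Steady-Glo reagent; Benchmarks: high control tunicamycin 10 µg/mL final, low control DMSO vehicle only.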
CHOP UPR activ: apoptotic UPR (CHOP) activation; AID 449763; CHO-CHOP luciferase reporter, luminescence; percent of tunicamycin response over DMSO baseline; activation, % at 10 µM; actives 0.34% (n = 330,000);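 active means at 10 µM dose, activation of 40% or more, normalized to positive control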;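 further: 100% = tunicamycin at 10 µg/mL and 0% = DMSO alone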
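assay system = CHO CHOP reporter cells | amount = 500 CHO-CHOP cells per well | buffer or medium = F12 with 10% FBS | incubation = 16-18 h cell attachment, then 6 h compound exposure, 37 °C | detection = luminescence read with Steady-Glo | read-out = percent activation relative to tunicamycin control | controls = tunicamycin high control, DMSO low control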
TIM10 inh: inhibits growth of TIM10 yeast strain. S. cerevisiae TIM10 strain growth, BacTiter-Glo luminescence, 24 h. inhibition, % at 10 µM. actives 1.4% (n = 330,000). AID 463195;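 active means inhibition of 40% or more at the single tested concentration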;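 further: wild-type TIM10 isogenic control strain grown at permissive 25 °C; 0% = DMSO yeast wells and 100% = minimal medium wells without yeast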
* = called active by the depositor; · = not tested or not shown.

canonical_smiles,Mdm2-MdmX inh,tim10-1 inh,APJ ag,NR3A LBD binder,tim23-1 inh,NALP3 yeast inh,TIM10 inh,CHOP UPR activ,XBP1 UPR activ
CCC1(C)Cc2c(sc3nnn(CC(=O)Nc4ccccc4)c(=O)c23)CO1 (stereo not drawn),4,32,-2,1,23,-8,19,0.5,-1
COc1ccc(CC2(CO)COc3ccccc3C2=O)cc1 (stereo not drawn),51*,-4,-1,-1,1,32,-7,1.4,-3
CCc1c(C)sc(NC(=O)C2CC2)c1C(=O)OC(C)C,-11,25,-3,3,30,-7,18,0.4,-4
Cc1ccccc1C(=O)N1CCCC(N2CCN(Cc3ccc4c(c3)OCO4)CC2)C1 (stereo not drawn),13,-2,-4,1,-3,11,0,-1.6,-6
Cc1ccc(CC(NC(=O)c2ccccc2)C(=O)NC(CC(C)C)C(=O)O)cc1 (stereo not drawn),22,4,-3,-2,2,7,-6,-0.4,-2
CCN1CCN(C(CNS(=O)(=O)c2ccccc2)c2cccnc2)CC1 (stereo not drawn),-1,-13,1,2,-2,-1,-2,-4.5,-6
COc1ccccc1C(=O)Nc1nnc(S(=O)(=O)N2CCN(c3ccc(F)cc3)CC2)s1,4,24,-3,-10,12,13,-4,1.3,-4
COc1cc(/C=N/NC(=O)c2cc(-c3ccccc3OC(C)C)nc3ccccc23)ccc1O,33,37,0,-2,26,0,10,2.4,3
CC(C)c1ccc(S(=O)(=O)N2CCC(C(=O)NCC3(N(C)C)CCCCC3)CC2)cc1,28,20,5,1,11,13,11,-0.7,0
N#Cc1cc(C(=O)c2ccccc2O)cn(-c2ccc(Cl)cc2)c1=O,9,20,2,-1,-2,4,24,-1.8,-2
O=S(=O)(Cc1cc(Cl)nc(-c2cccnc2)n1)c1ccccc1,4,19,5,1,22,16,-5,-0.5,-3
C/C(=N\NC(=O)CN(c1ccccc1)S(C)(=O)=O)c1ccccc1O,38,25,-4,1,7,-7,8,0.4,-2
CCOC(=O)c1c(C)[nH]c(C(=O)OCC(=O)NCc2ccccc2)c1C,-22,3,-1,1,7,8,7,2.3,3
CCOc1ccc(-n2c(C)nnc2SCC(=O)N(CC)CC)cc1,19,-3,-2,-1,-17,6,5,-0.2,-2
O=C(COC(=O)C1CCC(=O)N1)Nc1cc(Cl)ccc1Cl (stereo not drawn),5,2,-2,-3,-4,7,13,0.7,0

(next part)
canonical_smiles,Mdm2-MdmX inh,tim10-1 inh,APJ ag,NR3A LBD binder,tim23-1 inh,NALP3 yeast inh,TIM10 inh,CHOP UPR activ,XBP1 UPR activ
O=C(Nc1ccccc1N1CCOCC1)c1ccc2ccccc2c1,14,-7,-1,0,24,23,-12,2.0,2
O=C(CCN1C(=O)c2ccccc2S1(=O)=O)Nc1ccc(C(=O)O)cc1,7,4,0,-1,10,6,-5,1.0,-1
O=C1C=C(O)C(n2cncn2)C(c2cc(F)ccc2F)C1 (stereo not drawn),13,9,-1,-2,16,16,0,1.0,0
COc1c(Cl)ccc(Cl)c1C(=O)OCC(=O)O,21,11,3,-2,11,3,9,-0.4,-2
Cc1nc(Cl)cc(N/N=C/c2ccccc2)n1,-6,11,-1,-4,24,15,10,3.6,3
CCOc1ccc(N(CC(=O)NCCSCc2ccccc2Cl)S(C)(=O)=O)cc1,-3,-12,-3,-1,13,4,1,2.1,2
COc1ccccc1CCC(=O)Oc1ccc(C#N)cc1OC,16,22,3,-1,38,-18,14,-1.8,-2
COc1ccc(C(=O)N[C@H](C(=O)NCc2ccc(C)cc2)C(C)C)cc1,5,-22,0,-1,-1,13,-7,0.3,-3
COc1cc(/C=C/c2noc(-c3ccccc3O)n2)ccc1OC(C)=O,-219,1,-3,0,10,2,17,3.0,5
CCCC(C(=O)NCc1ccco1)N(CC1CCCO1)C(=O)CNS(=O)(=O)c1ccc(F)cc1 (stereo not drawn),-24,2,2,0,22,13,4,0.9,-2
CC(=O)c1sc(NC(=O)c2ccc(C)cc2)nc1C,-95,15,-1,0,1,18,0,1.4,-2
Oc1ccccc1CN1CCC(C(O)(c2ccccc2)c2ccccc2)CC1,50,43*,-3,0,19,11,51*,0.5,-2
CCCC(=O)Nc1ccc(C(=O)NCC(=O)OCC)cc1,2,11,1,-1,30,-4,-8,-1.4,-1
CC1CC(C)(C)NC(=S)N1CC(=O)N1CCN(Cc2ccc3c(c2)OCO3)CC1 (stereo not drawn),-3,12,0,-1,12,5,9,-0.3,0
COc1ccc(C2C(=O)N(C3CCCCC3)CC(=O)N2C2CCCC2)cc1 (stereo not drawn),-11,13,-1,-1,26,18,25,-0.8,1

The list continues:
canonical_smiles,Mdm2-MdmX inh,tim10-1 inh,APJ ag,NR3A LBD binder,tim23-1 inh,NALP3 yeast inh,TIM10 inh,CHOP UPR activ,XBP1 UPR activ
COc1ccc(CNCCS(=O)(=O)NC2CCCC2)cc1,27,-7,·,-1,30,·,0,1.0,-1
O=C(OC1CCOC1=O)c1ccccc1C(=O)c1ccc(Cl)c([N+](=O)[O-])c1 (stereo not drawn),22,21,1,-1,10,8,16,2.9,-4
NC(=O)c1cccnc1Oc1ccccc1,4,-19,-4,-1,11,14,-17,-0.1,-1
O=C(CSc1nnc(CNC(=O)c2cccs2)o1)Nc1cccc(C(F)(F)F)c1,-33,18,-1,-8,-11,-2,-4,-1.5,-1
FC(F)(F)c1ccc(CSc2ccccn2)cc1,22,-10,0,-1,1,19,1,2.6,2
CCNC(=S)N(CCc1c(C)[nH]c2ccc(C)cc12)Cc1ccco1,19,46*,-2,-8,41,12,41*,-1.3,-3
NS(=O)(=O)c1ccc(CCNC(=O)c2ccc(Cl)cc2[N+](=O)[O-])cc1,8,-7,-1,0,6,13,6,-1.5,-5
CCOC(=O)[C@H]1[C@H]2COc3ccc(OC)cc3[C@@H]2N2C(=O)c3ccc(C)cc3NC(=O)[C@@]12C,20,13,-4,-1,8,11,2,1.4,3
O=P(COc1ccccc1)(c1ccccc1)c1ccccc1,-25,16,2,-1,12,25,2,1.3,1
O=S(=O)(c1ccccc1)N1CCN(CC(O)COc2ccc3c(c2)CCC3)CC1 (stereo not drawn),-20,39,1,-39,38,-3,31,-1.0,-4
CCOC(=O)C1=CN(Cc2cccc(F)c2)S(=O)(=O)NC1CCc1ccccc1 (stereo not drawn),61*,22,·,-5,45,·,8,3.8,-2
Cn1cnc(S(=O)(=O)N2CCN(c3ccc(Cl)cc3)CC2)c1,-12,-4,-1,-1,-5,5,-2,-0.7,-5
COc1ccc2cc1Oc1ccc(cc1)C[C@H]1c3cc(c(OC)cc3CCN1C)Oc1c(OC)c(OC)cc3c1[C@@H](C2)N(C)CC3,100*,0,-4,0,16,19,4,1.8,7
CCCC(=O)Oc1ccc2c(C)cc(=O)oc2c1,9,11,-2,-1,9,-3,5,2.3,0
O=C(CSc1nc(Nc2ccccc2)nc(N2CCOCC2)n1)Nc1ccc2c(c1)OCCO2,12,-20,-4,-17,3,-12,-3,0.1,7

Following part.
canonical_smiles,Mdm2-MdmX inh,tim10-1 inh,APJ ag,NR3A LBD binder,tim23-1 inh,NALP3 yeast inh,TIM10 inh,CHOP UPR activ,XBP1 UPR activ
CCN(C(=O)CSc1nnc(-c2ccccc2Cl)n1C1CCCC1)C1CCS(=O)(=O)C1 (stereo not drawn),11,8,-4,-1,12,10,9,0.3,-1
O=C(OCC(=O)N1CCN(C(=O)c2ccco2)CC1)c1cc(S(=O)(=O)Nc2ccc(Cl)cc2)ccc1O,17,20,0,-3,2,10,-6,-1.5,-1
COc1ccc(OCc2nnc(SCC(=O)NC3CC3)n2C)cc1,7,-7,-4,1,-1,17,0,-1.0,-4
CCC(=O)N1CCc2cc(Br)cc(S(=O)(=O)NCc3ccco3)c21,1,23,-1,-1,19,5,11,0.4,-2
CCOc1ccccc1N1CCN(S(=O)(=O)c2ccc(F)c(F)c2)CC1,-4,20,-1,4,13,37,2,-2.4,-1
O=C(Nc1ccc(NC(=O)C2CC2)nc1)c1cccc(F)c1,-2,-16,-4,-10,18,7,25,2.0,2
O=C(NC(=S)Nc1ccccc1C(=O)O)c1ccc(-c2ccc(Br)cc2)o1,44,16,-5,5,23,6,17,0.3,-3
Cc1cccc(NCc2ccccc2)c1,-16,-14,0,-1,10,13,0,0.4,-2
Cc1cccc(NC(=O)CN(C)C(=O)/C=C/c2ccccc2)c1C,30,24,-2,0,5,17,11,-1.4,-4
Cc1csc(NC(=O)C2CC(=O)N(Cc3ccco3)C2)n1 (stereo not drawn),-15,3,2,-1,9,-8,-5,0.0,-2
NS(=O)(=O)c1cccc(NC(=O)CCCC2CCCCC2)c1,8,-3,0,-6,7,9,11,3.8,-3
COc1cccc(C=NCC(C)N=Cc2cccc(OC)c2O)c1O (stereo not drawn),15,2,-3,0,18,-4,15,0.1,-3
CC1CCCCC1NC(=O)C(C)N1C(=O)c2ccccc2C1=O (stereo not drawn),15,13,-5,1,14,13,7,0.9,-4
CO/N=C/NC(=O)Cc1cn(-c2ncc(C(F)(F)F)cc2Cl)c2ccccc12,13,6,-1,-2,27,56*,3,-0.5,0
NC(=O)c1cccc2c1C(=O)N(C1CCCCC1)C2,24,14,-5,0,20,10,2,-0.6,2

The listing continues:
canonical_smiles,Mdm2-MdmX inh,tim10-1 inh,APJ ag,NR3A LBD binder,tim23-1 inh,NALP3 yeast inh,TIM10 inh,CHOP UPR activ,XBP1 UPR activ
Fc1cccc(CN2CCC(Cc3ccccc3)CC2)c1,-12,-36,-1,-1,-16,10,-68,1.1,-4
c1csc(CSc2nnc3sc4ccccc4n23)c1,1,39,1,-6,54*,16,14,9.7,5
CCCS(=O)(=O)N1CCCC(c2nc(-c3ccc(OC)cc3)no2)C1 (stereo not drawn),18,21,1,-2,15,-33,20,-1.7,-5
CCn1c(C)c(C(C)=O)c(N2CCN(c3cccc(Cl)c3)CC2)nc1=S,4,44*,-4,-1,13,21,9,-1.4,-2
O=C(Nc1ccon1)c1ccccc1Cl,17,14,1,-2,6,-3,3,0.7,-2
NS(=O)(=O)c1ccc(CCNC(=O)c2ccc(=O)[nH]c2)cc1,4,24,-2,-2,11,3,6,0.1,-1
Cc1cccc(-n2c(O)c(C=NCCCN3CCOCC3)c3ccccc3c2=O)c1,-9,6,-2,3,18,-1,6,-2.6,1
Cc1nc2ccc(NC(=O)[C@@H](NC(=O)c3c(F)cccc3F)C(C)C)cc2s1,5,6,-3,0,0,13,10,4.7,0
Cc1cc(C)n2nc(SCC(=O)N/N=C/c3cccc(Br)c3)nc2n1,10,4,0,-1,-18,8,5,-1.1,0
CC(=O)C1=C(O)C(=O)N(c2ccc(O)cc2)C1c1ccc([N+](=O)[O-])cc1 (stereo not drawn),-13,8,-5,4,8,27,9,-0.7,-2
O=C(O/N=C/c1ccc2c(c1)OCO2)c1ccc([N+](=O)[O-])cc1,4,8,1,-3,21,9,3,0.7,3

Compounds were not picked by outcome. Share with any hit: about 8.2%.
